Exocytosis inh: blocks lytic granule exocytosis; AID 651702; actives 0.66% (n = 360,000); TALL-104 LAMP-1 surface exposure, flow cytometry; cells stimulated with thapsigargin and PMA; inhibition, % at 10 µM;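 active means inhibition above about 55%, limit read from the data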
MC4R ag barr: human MC4R agonism via beta-arrestin; P32245; U2OS MC4R beta-arrestin complementation, luminescence; percent of melanotan II response, DMSO zero; activation, % at 8.9 µM; actives 0.98% (n = 360,000); AID 540308;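 active means activation above a per-plate cutoff, the mean activation of sample wells on that plate plus 3 SD, cut at about 8% in these data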
Vif imaging: inhibitors of HIV Vif | HEK293T cells, Vif self-association by quenched fluorescence, imaging, 24 h | inhibition, % at 7.49 µM | actives 0.35% (n = 340,000); in the data active means inhibition above about 50%, passing the limit was not always enough; further: some results filed as inactive read as strong as hits
TLR9-MyD88 block: blocks human TLR9 binding to MyD88; actives 0.21% (n = 340,000); inhibition, % at 4.98 µM; CHO BLA complementation TLR9-MyD88, CCF4 FRET ratio;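 active means inhibition above the mean over all tested compounds plus 3 SD, cut at about 21% in these data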;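 further: 0% = DMSO only wells and 100% = clavulanate BLA inhibitor control wells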
Target sequence (Q99836 whole entry, looked up): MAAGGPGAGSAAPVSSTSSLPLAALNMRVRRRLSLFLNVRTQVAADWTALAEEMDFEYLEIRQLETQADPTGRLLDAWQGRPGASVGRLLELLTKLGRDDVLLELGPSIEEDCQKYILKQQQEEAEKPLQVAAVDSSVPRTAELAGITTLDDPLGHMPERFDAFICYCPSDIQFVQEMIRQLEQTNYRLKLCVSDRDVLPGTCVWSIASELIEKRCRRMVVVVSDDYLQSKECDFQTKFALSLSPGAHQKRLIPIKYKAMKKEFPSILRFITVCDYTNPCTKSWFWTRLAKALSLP
Target sequence (Q9NR96 whole entry, looked up): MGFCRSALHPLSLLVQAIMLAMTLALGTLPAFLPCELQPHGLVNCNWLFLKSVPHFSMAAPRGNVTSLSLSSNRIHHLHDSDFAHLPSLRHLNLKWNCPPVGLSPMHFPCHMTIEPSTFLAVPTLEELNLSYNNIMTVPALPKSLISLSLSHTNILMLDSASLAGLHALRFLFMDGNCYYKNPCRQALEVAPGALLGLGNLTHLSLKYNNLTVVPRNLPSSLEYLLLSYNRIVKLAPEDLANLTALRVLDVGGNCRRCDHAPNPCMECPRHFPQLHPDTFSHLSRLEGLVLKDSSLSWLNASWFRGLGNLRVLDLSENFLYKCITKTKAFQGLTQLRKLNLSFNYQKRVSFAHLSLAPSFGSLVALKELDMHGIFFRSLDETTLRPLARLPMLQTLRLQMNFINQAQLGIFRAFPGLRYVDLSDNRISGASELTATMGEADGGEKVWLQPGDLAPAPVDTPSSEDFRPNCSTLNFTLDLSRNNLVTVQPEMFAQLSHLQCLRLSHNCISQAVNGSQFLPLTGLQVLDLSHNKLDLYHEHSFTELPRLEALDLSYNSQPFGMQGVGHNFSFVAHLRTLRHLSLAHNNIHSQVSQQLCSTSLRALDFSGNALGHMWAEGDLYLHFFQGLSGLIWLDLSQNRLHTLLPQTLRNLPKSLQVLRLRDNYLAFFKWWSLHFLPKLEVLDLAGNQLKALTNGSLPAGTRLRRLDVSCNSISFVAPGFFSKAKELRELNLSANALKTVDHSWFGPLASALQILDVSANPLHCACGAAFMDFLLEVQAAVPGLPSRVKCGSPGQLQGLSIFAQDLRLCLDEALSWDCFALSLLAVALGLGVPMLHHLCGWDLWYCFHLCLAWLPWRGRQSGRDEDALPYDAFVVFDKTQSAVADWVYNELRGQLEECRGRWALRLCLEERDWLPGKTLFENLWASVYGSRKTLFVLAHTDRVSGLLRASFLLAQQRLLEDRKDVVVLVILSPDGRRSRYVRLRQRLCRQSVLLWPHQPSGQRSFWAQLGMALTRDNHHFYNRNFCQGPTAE
NOD2-RIPK2 inh: NOD2-RIPK2 protein interaction inhibition; actives 0.38% (n = 360,000); CHO BLA complementation NOD2-RIPK2, CCF4 ratio; inhibition, % at 4.98 µM; AID 624267; O43353; in the data active means inhibition above about 21%;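 further: 0% = vehicle only and 100% = reference blocker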
ABCB6 inh 2: human ABCB6 transporter inhibition. K562-ABCB6 porphyrin accumulation, flow cytometry, 1 h; active compounds read low. fluorescence ratio to DMSO, % at 10 µM. actives 0.19% (n = 360,000);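 active means fluorescence ratio to DMSO below 75%, the collection mean minus 3 SD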;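 further: signal is porphyrin accumulated inside mitochondria; 100% equals median channel fluorescence of DMSO control wells; lower ratio means ABCB6 inhibition with less porphyrin fluorescence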
N-glyco inh: N-linked glycosylation inhibition; D54 ERlucT glycosylation luciferase reporter, 24 h; percent of 100 nM tunicamycin response; actives 0.23% (n = 360,000); reporter increase, % at 12.5 µM;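 active means mean luciferase reporter signal, scaled so untreated is 0 and the glycosylation-blocking control 100, at or above a set limit in every replicate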;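 further: luciferase carries N-glycosylation sites so blocking glycosylation raises the light; 0% = median of neutral control wells and 100% = median of 100 nM tunicamycin wells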
aDG glyco act: increases alpha dystroglycan glycosylation; activation, % at 10 µM; AID 624168; Pro5-aDG cells, alpha-DG glycosylation AlphaScreen (IIH6); 0% Pro5, 100% B10-LARGE cell signal; actives 0.22% (n = 360,000);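 active means activation of at least 8% versus controls, or a plate z-score of at least 8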;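 further: Pro5 are CHO cells carrying HIG-tagged alpha-DG that lacks glycosylation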
MC4R antagonist: antagonists of human melanocortin 4 receptor (MC4R); AID 540295; actives 0.48% (n = 360,000); MC4R-expressing cells, MTII-stimulated cAMP, LANCE TR-FRET; inhibition, % at 6.5 µM; P32245;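 active means inhibition above its plate's cutoff, the mean of tested wells on that plate plus 3 SD, cut at about 29% in these data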;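 further: 0% = Melanotan II alone and 100% = Melanotan II plus saturating MCL0020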
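System: U2OS cells stably expressing human melanocortin 4 receptor (MC4R). Reagent: Melanotan II challenge after compound preincubation. Doses: 6.5 µM. Times: 30-min compound, 1-h challenge, 1-h detection, room temperature. Measured by: TR-FRET with Eu-cAMP and labeled anti-cAMP, 671 nm. Replicates: singlicate.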
ABHD5-PLIN5 inh: inhibitors of human ABHD5-perilipin-5 interaction. actives 0.78% (n = 360,000). inhibition, % at 4 µM. AID 602281. Split G. princeps luciferase complementation, luminescence, 4 h;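 active means inhibition above the mean inhibition across every tested compound plus 3 SD, cut at about 22% in these data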;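 further: 0% = DMSO only wells and the 100% control is not disclosed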
The depositor's hits bear a star; . = no result given.

SMILES	Exocytosis inh	MC4R ag barr	Vif imaging	TLR9-MyD88 block	NOD2-RIPK2 inh	ABCB6 inh 2	N-glyco inh	aDG glyco act	MC4R antagonist	ABHD5-PLIN5 inh
COc1ccc(C(CC(=O)NCC(OC)OC)NS(=O)(=O)c2ccc(Cl)cc2)cc1 (stereo not given)	-1	-1.1	-17	7	-3	89	-2	-0.2	-2	-4
O=C(CN(CC1CCCO1)C(=O)CNS(=O)(=O)c1ccc(F)cc1)NCC1CCCO1 (stereo not given)	-11	-0.7	9	10	7	96	0	0.0	7	-1
Cc1ccc(C)c(C(=O)COC(=O)CNS(=O)(=O)c2ccccc2)c1	12	-0.9	-14	-3	-5	98	-1	0.0	9	3
O=C(N/N=C/c1c[nH]c2ccccc12)c1ccc(Cl)cc1	-3	-1.1	-11	-6	-4	100	-2	0.2	0	-1
CC(C)C[C@H](N)c1cn([C@@H](CCCCN)C(=O)N2CCNCC2)nn1	1	-1.2	-8	10	-8	99	3	-0.2	2	-6
COc1ccc(/C=C2\CN(Cc3ccccc3)C/C(=C\c3ccc(OC)cc3)C2=O)cc1	-5	-1.9	1	-3	-2	95	16	0.1	-1	5
CC1CCN(CC(=O)Nc2ccc3c(c2)OCO3)CC1	4	-0.8	-5	-6	5	97	1	-0.1	10	6
Cc1cccc(OCCCC(=O)O)c1	1	-0.6	2	-2	-5	96	1	-0.3	10	-5
CSCC[C@H](NC(=O)OC(C)(C)C)C(=O)NCC1CCC(C(=O)N[C@@H](Cc2ccccc2)C(=O)O)CC1 (stereo not given in full)	10	-0.8	-6	5	-12	99	3	-0.2	6	7
CC(=O)N1CCOc2ccc(S(=O)(=O)N3CCC(C(=O)Nc4ccc(C)cc4)CC3)cc21	-7	-0.2	-2	-8	6	104	2	-0.3	3	-6
CCc1nn2c(N3CCOCC3)cc(C)nc2c1-c1ccc(F)cc1	1	1.0	-12	8	0	97	3	0.0	9	-5
CCN(C(=O)CN1CCN(S(=O)(=O)c2ccccc2C(F)(F)F)CC1)c1c(N)n(Cc2ccccc2)c(=O)[nH]c1=O	1	0.2	13	-1	-16	93	1	-0.3	7	4
COC(=O)CCCC1=CC2=C(c3ccccc3)C(=O)C(C)(OC(=O)C3CCCC3)C(=O)C2=CN1CCCCO (stereo not given)	-14	0.2	-2	0	-2	96	0	-0.1	-1	8
CCCS(=O)(=O)NC(=O)C1(C)CCCN(C(=O)c2cc(C)n(C(C)(C)C)n2)C1 (stereo not given)	0	-0.1	-1	.	-1	104	0	-0.1	4	5
Cc1cc(C)cc(N(CC(=O)NC2CCC(C)CC2)S(=O)(=O)c2c(C)noc2C)c1 (stereo not given)	20	1.2	15	3	-5	98	1	-0.1	9	0
O=C(Cn1cccc(C(F)(F)F)c1=O)c1ccc(Cl)cc1	-5	1.3	3	2	-2	93	1	0.1	1	0
CCOC(=O)NC(=O)COC(=O)c1cccc2ccccc12	-1	0.7	4	2	-5	99	0	0.1	4	7
CC(C)OCCCNC(=O)CCSc1ccc(Cl)cc1	-1	-1.2	.	2	1	96	-1	-0.1	2	-5
O=C(O)CSc1nc2ccccc2n1Cc1ccccc1	0	-0.3	17	-1	5	94	-1	0.0	10	6
NS(=O)(=O)c1ccc(NC(=O)COC(=O)c2cc(Cl)ccc2[N+](=O)[O-])cc1	0	-2.0	-10	1	-8	100	-4	-0.1	14	-11
Cc1oc(-c2ccccc2Cl)nc1CS(=O)CC(=O)NCCc1ccccc1 (stereo not given)	-10	-2.5	0	-10	0	104	0	1.5	10	-8
COc1cccc(-c2nn(C)c3sc(C(=O)N4CCN(c5ccccn5)CC4)cc23)c1	9	0.7	.	-16	3	80	2	0.7	-4	6
CCN(C(=O)COC(=O)c1ccc(O)cc1)c1cccc2ccccc12	-4	-0.2	-4	10	5	95	1	-0.1	12	0
COc1ccc(C/C(C)=N/NC(=O)c2ccc(C)cc2C)cc1	-7	-3.2	10	10	-7	95	0	0.1	6	1
CCCC(NC(=O)c1c(C)noc1C)C12CC3CC(CC(C3)C1)C2 (stereo not given)	1	-2.8	2	-6	-1	95	2	0.3	2	-3
CC(C)(C)N1C(=O)[C@H]2[C@@H](c3ccc(Br)cc3)N3C(=O)N(c4cccc(Br)c4)C(=O)[C@@]3(Cc3ccccc3)[C@H]2C1=O	0	0.2	-11	0	-2	97	10	0.6	0	5
CCCS(=O)(=O)N1CCN(c2ccccn2)CC1	-3	-0.8	10	0	6	96	1	-0.4	3	-5
CCN1C(=O)[C@H]2[C@H]3CN=C(SC)N3[C@@](Cc3ccccc3)(C(=O)OC)[C@H]2C1=O	-1	-0.3	-3	3	-24	99	2	1.1	4	-1
Cc1nn(C)c(C(=O)Nc2ccn(C34CC5CC(CC(C5)C3)C4)n2)c1[N+](=O)[O-]	0	3.0	-4	-2	0	99	1	0.6	-4	5
CC1CCCCC1NS(=O)(=O)c1ccc(S(=O)(=O)N2CCCC2)cc1 (stereo not given)	-1	1.1	-8	0	2	80	-4	0.1	-4	-1
Cc1ccccc1C(=O)Nc1nc(SCc2ccc(Cl)cc2)n[nH]1	1	8.7*	1	-6	-12	98	-2	0.0	-9	-2
COc1ccccc1OCC(O)CN1C(=O)NC(C)(C)C1=O (stereo not given)	0	-0.6	27	4	-7	97	3	0.1	7	8
CC(=O)Nc1ccc(SCC(=O)c2cc(C)n(CC(F)(F)F)c2C)cc1	-14	-0.7	-6	-24	-10	102	-5	-0.1	7	-1
N#Cc1ccc(-c2csc(NC(=O)/C=C/c3cccs3)n2)cc1	3	6.2	-4	-1	5	100	-2	0.1	-6	9
CC1=C(C(=O)Nc2ccc(C)cc2C)C(c2ccc([N+](=O)[O-])cc2)n2ncnc2N1 (stereo not given)	2	-2.6	1	-11	-5	99	-6	-0.3	1	3
CCOc1ccc(N/C(=N/c2nc(C)cc(C)n2)NC(=O)CC)cc1	-1	-2.0	1	1	2	100	5	0.0	-6	-2
CCCC(=O)n1nc(-c2ccccc2)nc1SC	4	-1.8	.	0	-8	96	2	-0.2	-3	-9
Cc1cc(Br)cc(/C=N/NC(=O)c2ccc3c(c2)OCO3)c1O	8	6.3	-2	10	4	93	-7	0.2	4	-3
CN(C1CCCCC1)S(=O)(=O)c1ccc(SCC(N)=O)nc1	-4	-0.7	-4	-1	-14	99	0	0.2	4	-9
CN1CCN(C(=O)c2ccccc2-c2nc(-c3ccc(Cl)cc3)no2)CC1	6	0.5	2	6	1	101	1	-0.4	6	3
CCOC(=O)COc1ncn(-c2ccccc2)n1	4	-1.4	11	-8	-5	101	1	0.0	-3	-4
Cc1nc2c(Br)cc(Br)cc2cc1O	2	0.0	-2	-4	-4	99	-2	0.2	-3	7
Cc1ccccc1N1CCN(C2CCCN(C(=O)c3cc(C(C)C)[nH]n3)C2)CC1 (stereo not given)	-1	1.5	9	-4	-7	94	-1	0.2	8	2
O=C(NCCCOc1cccc(CN2CCCCC2)c1)c1ccc(Cl)c(Cl)c1	1	3.0	-16	-10	-7	100	-8	1.6	13	9
COCCNC(=O)C(c1ccc(F)cc1)N(CC1CCCO1)C(=O)CCC(=O)Nc1ccccn1 (stereo not given)	-1	-1.7	5	2	-6	98	3	-0.2	2	-1
CCCCC1(c2ccc(F)cc2)NC(=O)N(CC(=O)N2CCN(C(=O)c3ccco3)CC2)C1=O (stereo not given)	2	1.1	.	-12	-5	96	0	0.1	10	0
O=C(COc1ccc(C2SCCS2)cc1)NNC(=O)C(Cl)Cl	20	-1.2	5	-7	-2	104	2	-0.1	2	1
COC(=O)[C@]12CCCCC=C1N(CCc1ccc(OC)c(OC)c1)C(=O)[C@H](CC(=O)NCc1cccs1)C2	-5	.	.	.	0	.	.	0.0	.	5
O=C(CN1C(=O)/C(=C\c2ccccc2Cl)Oc2ccccc21)NCc1cccnc1	-3	-0.5	-5	0	-2	99	-3	-0.4	24	-2
O=C(Nc1ccc(C(=O)O)cc1)/C(=C\c1ccccc1)NC(=O)c1ccc(Br)cc1	9	-0.6	-2	3	-7	94	2	0.1	2	2
Other structures
SMILES	Exocytosis inh	MC4R ag barr	Vif imaging	TLR9-MyD88 block	NOD2-RIPK2 inh	ABCB6 inh 2	N-glyco inh	aDG glyco act	MC4R antagonist	ABHD5-PLIN5 inh
CN(C)CCCN1c2ccc3ccccc3c2Sc2cccc(Cl)c21	-3	1.7	3	1	17	97	-3	1.8	2	-2
Cc1ccc(CSc2nc3c(c(SCC(=O)O)n2)CCCC3)cc1	-1	-2.2	25	-2	4	95	-1	-0.2	3	-8
CN1C(=O)NC(c2ccc([N+](=O)[O-])cc2)C2=C1CC(C)(C)CC2=O (stereo not given)	4	-0.8	-1	5	-7	98	3	-0.1	-7	1
CCOc1ncccc1C(=O)OCc1cccc([N+](=O)[O-])c1	1	0.1	0	3	2	99	1	0.0	-2	2
CCOC(=O)C1=C(O)/C(=C/c2ccccn2)SC1=Nc1ccc(Cl)cc1	2	0.9	-1	-9	0	90	-2	-0.5	20	1
CCCCCCCCCc1conc1C(=O)/C=C/c1oc2c(c1C)CCC(C)C2 (stereo not given)	3	.	.	.	-14	.	.	0.4	.	42*
CCOC(=O)N1CCN(C(=O)C2CCCN(S(=O)(=O)c3ccccc3)C2)CC1 (stereo not given)	0	-0.7	-8	-13	3	103	1	0.0	6	3
CC1(C)Cc2ccccc2-c2nc3ccccc3c(=O)n21	2	0.8	.	2	1	105	-4	-0.1	-3	-1
O=C(COC(=O)CNC(=O)c1ccccc1Cl)NC1CC1	0	0.7	-1	-9	-8	102	1	-0.3	0	-1
NC(=O)N/N=C/CCc1ccccc1	0	0.1	1	2	-4	96	-2	-0.1	-1	-3

Profiles as entered above. Order of screens: Exocytosis inh, MC4R ag barr, Vif imaging, TLR9-MyD88 block, NOD2-RIPK2 inh, ABCB6 inh 2, N-glyco inh, aDG glyco act, MC4R antagonist, ABHD5-PLIN5 inh
CN1C(=O)NC(c2ccc([N+](=O)[O-])cc2)C2=C1CC(C)(C)CC2=O (stereo not given) across the screens: 4, -0.8, -1, 5, -7, 98, 3, -0.1, -7, 1
CCOC(=O)N1CCN(C(=O)C2CCCN(S(=O)(=O)c3ccccc3)C2)CC1 (stereo not given) across the screens: 0, -0.7, -8, -13, 3, 103, 1, 0.0, 6, 3
O=C(COC(=O)CNC(=O)c1ccccc1Cl)NC1CC1 across the screens: 0, 0.7, -1, -9, -8, 102, 1, -0.3, 0, -1
CCOc1ncccc1C(=O)OCc1cccc([N+](=O)[O-])c1 across the screens: 1, 0.1, 0, 3, 2, 99, 1, 0.0, -2, 2

Next part.
SMILES	Exocytosis inh	MC4R ag barr	Vif imaging	TLR9-MyD88 block	NOD2-RIPK2 inh	ABCB6 inh 2	N-glyco inh	aDG glyco act	MC4R antagonist	ABHD5-PLIN5 inh
Cc1ccc(C(=O)N/C(=C\c2ccco2)C(=O)NC2CCS(=O)(=O)C2)cc1 (stereo not given)	1	-0.8	3	2	-8	94	-1	0.0	0	-1
O=C(OCC(=O)N1CCN(c2ccccc2)CC1)c1ccccc1NCCO	1	1.1	9	-3	-4	103	-1	0.0	12	-6
C/C(=N\NS(=O)(=O)c1ccccc1)c1ccc2c(c1)OCO2	-5	-1.2	-6	-7	-12	99	3	0.0	27	-5
C=CCCCCCCCCc1nc(=S)[nH][nH]1	8	5.7	-10	-4	6	90	1	0.5	11	-23
CCN(CC)S(=O)(=O)c1cc(NC(=O)CNc2c(C)n(C)n(-c3ccccc3)c2=O)ccc1C	10	-0.3	-14	-1	-1	97	2	-0.2	8	-10

Screening data (PubChem)

An excerpt (hit frequency here may not be typical).
